# TNAP activation fold: human TNAP enzyme activators, primary screen, biochemical, luminescent, no phosphate acceptor, uHTS (AID 1001); Alkaline phosphatase, tissue-nonspecific isozyme (Homo sapiens); purified TNAP, luminescent activation assay, no phosphate acceptor; higher activation fold means a stronger effect; activation fold at 20 µM; hits with a dose series show EC50 in µM; 200,000 tested, 0.03% active; in the data active = activation fold from about 3, or a potency from the dose series; inactive = the rest, 99 in 100 with activation fold below about 1.6; also: many of its hits are not listed in these tables
# LYP inhibition: inhibitors of LYP phosphatase, biochemical, fluorescence intensity, uHTS (AID 1779). recombinant LYP phosphatase, fluorescence intensity; higher % means a stronger effect. one-dose inhibition, % at 11.5 µM; IC50 in µM for titrated hits. 290,000 tested, 0.054% active;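 also: plate controls were vehicle with enzyme for no effect and no enzyme for full effect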
# XIAP antagonists: XIAP antagonists, biochemical, IAP family, fluorescence polarization (AID 1018); displacement, % at 20 µM, or IC50 in µM where a hit was titrated; XIAP BIR domain, fluorescence polarization peptide displacement; higher % means a stronger effect; E3 ubiquitin-protein ligase XIAP (Homo sapiens); 200,000 tested, 0.007% active; in the data active = displacement above about 50%; also: a part of the inactive calls stands beside numbers as strong as those of hits
# PMI inhibition: human PMI inhibitors, high substrate, primary screen, biochemical, fluorescence intensity, high mannose 6-phosphate (AID 1220). Mannose-6-phosphate isomerase (Homo sapiens). recombinant PMI enzyme, coupled fluorescence intensity; higher % means a stronger effect. one-dose inhibition, % at 20 µM; IC50 in µM for titrated hits. 190,000 tested, 0.66% active
# KOR beta-arrestin-1: KOR agonists, beta-arrestin recruitment, primary screen, cell-based, luminescence, uHTS (AID 1777); KOR beta-arrestin recruitment, luminescence; higher % means a stronger effect; activation, % at 10 µM, or EC50 in µM where a hit was titrated; 280,000 tested, 0.02% active; in the data active = activation above about 50%, passing the limit was not always enough; also: a part of the inactive calls stands beside numbers as strong as those of hits
# NOD2 inhibition: NOD2 signaling inhibitors, cell-based, luminescence, uHTS, HEK293 (AID 1566). inhibition, % at 4 µM; hits with a dose series show EC50 in µM. HEK293 NOD2/NF-kB luciferase reporter, luminescence; higher % means a stronger effect. 290,000 tested, 0.63% active; also: many of its hits are not listed in these tables
# KOR beta-arrestin-2: KOR antagonists, beta-arrestin recruitment, cell-based, luminescence, uHTS (AID 1778); KOR beta-arrestin recruitment, luminescence, antagonist mode; higher % means a stronger effect; one-dose inhibition, % at 10 µM; IC50 in µM for titrated hits; 290,000 tested, 0.091% active; also: strong numbers were not always called active
# human PMI inhibition: inhibitors of human PMI, primary screen, biochemical, fluorescence intensity, coupled assay (AID 1209) | Mannose-6-phosphate isomerase (Homo sapiens) | purified PMI enzyme, coupled fluorescence intensity; higher % means a stronger effect | one-dose inhibition, % at 20 µM; IC50 in µM for titrated hits | 190,000 tested, 0.42% active;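 also: plate controls were DMSO vehicle for no effect and wells lacking substrate for full effect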
# NOD1 inhibition: NOD1 signaling inhibitors, primary screen, cell-based, luminescence, uHTS (AID 1578) | NOD1-driven NF-kB luciferase reporter cells, luminescence; higher % means a stronger effect | inhibition, % at 4 µM, or EC50 in µM where a hit was titrated | 290,000 tested, 1% active; in the data active = inhibition mostly above about 36%, no sharp cut-off; inactive = mostly below about 34%;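 also: HEK-293T reporter cells stimulated with the NOD1 agonist gamma-tri-DAP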
# * hit, by the source's call; · = not tested or not shown; [ ] = another dose, or the depositor's remark. Rule as the data show it, unless noted: active = inhibition above about 50%; inactive = the rest. An excerpt, so the mix of outcomes need not match the whole.
# The line under a structure holds: NOD2 inhibition | human PMI inhibition | PMI inhibition | KOR beta-arrestin-1 | NOD1 inhibition | KOR beta-arrestin-2 | LYP inhibition | TNAP activation fold | XIAP antagonists
COC(=O)/C(=C\C(=O)c1ccccc1)Nc1ccc(OC)cc1
 : 1% | · | · | 5.6% | -15% | 29% | -5% | · | ·
CCOC(=O)CC1COCCN1Cc1cn(C)nc1-c1ccccc1F (stereo not given)
 : 9% | -9% | -4% | · | 24% | 2%[20 µM] | -10% | 1.1 | -3.8%
O=c1[nH]c2ccccc2[n+]([O-])c1-c1ccccc1
 : 5% | -20% | -3% | -1.9% | -23% | -12% | -5% | 1 | -3.5%
Cc1ccccc1N1CCN(S(=O)(=O)Cc2ccccc2)CC1
 : -10% | · | · | 1.7% | -5% | 12% | -9% | · | ·
Cc1ccc2nc(SCc3nnc(-c4ccccc4)o3)[nH]c2c1
 : -2% | 15% | 7% | -1.2% | 15% | -17% | -6% | 1 | -3.5%
O=C(CCC(=O)N1CCN(c2ccc(F)cc2)CC1)c1ccc(Cl)cc1
 : 18% | · | · | 1.3% | 6% | 6% | -4% | · | ·
O=C1Nc2ccccc2S/C1=C/NCc1ccccc1Cl
 : 3% | -3% | 4% | -0.5% | -54% | 1% | 2% | 1.1 | -4.7%
O=C(c1ccccc1)C1CN(c2ccccc2)CC1c1ccc(Cl)cc1 (stereo not given)
 : 15% | 3% | 1% | -2.3% | · | 6% | -6% | 1.1 | -0.1%
COc1ccc(C2CC(c3ccccc3)=NN2C(=O)COC(=O)COc2ccccc2)cc1 (stereo not given)
 : 8% | 9% | 5% | -3.8% | -24% | -4% | 1% | 1.1 | -2.2%
COc1ccc(-c2cc(=O)oc3cc(OC(C)C(=O)NCc4ccccn4)ccc23)cc1 (stereo not given)
 : 10% | · | · | 1.2% | 3% | -13%[20 µM] | -15% | · | ·
Cc1ccc(C(=O)C2=C(O)C(=O)N(Cc3ccccc3)C2c2cccnc2)o1 (stereo not given)
 : 20% | -8% | -17% | -1.3% | -17% | 20% | 3% | 1 | -7.6%
Cc1c(C(=O)N(C)CCC#N)oc2ccc(S(=O)(=O)N3CCOCC3)cc12
 : 2% | · | · | -6.7% | -10% | -23% | 0% | · | ·
Cc1ccc(C)c(NC(=O)C2CCCN(S(=O)(=O)c3c(C)nn(C)c3C)C2)c1 (stereo not given)
 : 15% | · | · | -3.1% | -24% | -23% | -4% | · | ·
Cc1cccc(OCc2nnc(SCC(=O)Nc3ncc(C)s3)o2)c1
 : -3% | -15% | -11% | 0.1% | -24% | -15% | -2% | 1.1 | -4.1%
O=C(Nc1nc(-c2ccc(Cl)s2)cs1)c1ccncc1
 : 22% | -9% | -17% | 8.2% | 54% | 7% | -1% | 0.9 | -6.5%
O=c1[nH]c(N/N=C/c2ccccc2)nc2ccccc12
 : -94% | -3% | -8% | -0.5% | -46% | -6% | 4% | 1 | -2.0%
O=C(Nc1ccccc1)C1=C(N2CCOCC2)/C(=C/c2cccnc2)CC1
 : -4% | 6% | 1% | 1.1% | -8% | -17% | -3% | 1.1 | -4.5%
CCCC(=O)NC1C2CC3CC(C2)CC1C3 (stereo not given)
 : -5% | 6% | 8% | 3.7% | -18% | -11% | -4% | 1.1 | -8.1%
CCc1ccc(-c2cc(C)no2)cc1S(=O)(=O)Nc1ccc(C)cn1
 : 8% | · | · | -0.5% | -19% | -27% | -7% | · | ·
CC(C)Cc1nc(SCC(=O)Nc2ccc(S(N)(=O)=O)cc2)n[nH]1
 : 4% | -1% | 2% | -4.9% | 1% | -6% | -9% | 0.6 | -0.3%
Cc1ccc(C2=NN3C(C(=O)c4ccccc4)Oc4ccccc4C3C2)cc1 (stereo not given)
 : -5% | 10% | 11% | -2.2% | -14% | 31% | -8% | 1 | -7.0%
O=C(NCc1ccccn1)c1nc(Cn2cc([N+](=O)[O-])cn2)no1
 : 0% | · | · | -2.2% | -23% | -16% | -6% | · | ·
O=[N+]([O-])c1cc(CN2CCOCC2)c2cccnc2c1O
 : -55% | 6% | 40% | 3.9% | 51%* | 44% | -3% | 1.1 | 2.6%
CC(C)N1C(=O)c2ccc(C(=O)O)cc2C1=O
 : 5% | 4% | 7% | -1.3% | -12% | 20% | -3% | 1 | -3.5%
Cc1ccnc(N2CCN(C(=O)CSc3nc4ccccc4nc3N3CCC(C)CC3)CC2)c1
 : -2% | 11% | 14% | 6.7% | 4% | 8% | 14% | 1.1 | -1.6%
CC(C)N(Cc1nc(-c2ccc(Cl)cc2)no1)C(=O)CN(C)S(=O)(=O)c1ccc(Cl)cc1
 : -24% | 17% | 17% | 2.1% | -31% | -4% | 9% | 1 | -13%
C[C@@H](C(=O)Nc1ccc2c(c1)OCCO2)n1c(=O)[nH]c2ccccc2c1=O
 : 46% | · | · | 1.0% | 4% | -14% | -10% | · | ·
CCc1nc2ccccc2c(C(=O)Nc2cc(C)ccc2C)c1C
 : 7% | · | · | 10% | -14% | -40%[20 µM] | -3% | · | ·
Cc1ccccc1S(=O)(=O)Cc1ccc(C(=O)NCc2cccnc2)o1
 : -6% | 6% | 1% | 1.7% | 24% | -38% | -3% | 1.1 | -6.9%
CCCOc1ccc(NC(=O)C2CC(=O)N3CCCN=C3S2)cc1 (stereo not given)
 : 3% | 6% | 5% | -5.0% | -8% | 6% | -10% | 1.1 | -5.2%
CCCOc1cc(C)c(S(=O)(=O)NCCOC)cc1C
 : 10% | -3% | -5% | -0.4% | -6% | -3% | -7% | 1.1 | 0.9%
CCN1CCN(c2nc3c(C)cccn3c(=O)c2/C=C(\C#N)C(=O)NCCOC)CC1
 : -6% | · | · | 0.4% | -4% | 3% | -37% | · | ·
CN1CCN2c3ncccc3Cc3ccccc3[C@@H]2C1
 : 14% | · | · | -6.3% | 15% | 16%[20 µM] | -13% | · | ·
Cc1cc(NC(=O)CCN2CCCCC2)ccc1Br
 : -4% | · | · | -0.8% | -32% | -91%[20 µM] | -11% | · | ·
CCCCC1=CC2=CC(=O)C(C)(OC(=O)CC)C(=O)C2=CN1c1ccccc1 (stereo not given)
 : 19% | · | · | -2.3% | 2% | 0% | -3% | · | ·
CCCNC(=O)C(Cc1ccccc1)NS(=O)(=O)c1ccc2c(c1)c(=O)n(C)c(=O)n2C (stereo not given)
 : 0% | -4% | -6% | -4.7% | -18% | 22% | -9% | 1.1 | -8.3%
Cc1cccc(S(=O)(=O)c2c(N)n(/N=C/c3cccnc3)c3nc4ccccc4nc23)c1
 : -16% | -9% | -16% | -2.5% | -27% | -61% | -8% | 1.1 | -0.9%
CCc1csc(CCNC(=O)C2CCC(=O)N(CCc3cccc(F)c3)C2)n1 (stereo not given)
 : 12% | · | · | 4.6% | -24% | 16% | -10% | · | ·
O=C(COC(=O)c1ccccc1NCc1ccco1)Nc1ccc2c(c1)OCO2
 : -64% | 1% | 6% | 0.5% | -178% | -50% | -6% | 1.1 | -3.0%
Cc1ccc(/C=N/NC(=O)Cc2cccn2C)cc1
 : -12% | · | · | 4.6% | -3% | -12% | -3% | · | ·
Cc1ccc(C)n1NC(=O)c1ccc([N+](=O)[O-])cc1
 : -3% | 10% | 16% | -0.9% | -15% | -5% | -1% | 1.1 | -5.7%
CCSc1nc2ccccc2c(=O)n1OCC(=O)OC
 : 1% | -2% | 4% | -1.9% | -23% | 14% | -1% | 1.1 | -9.5%
COCCN(CCOC)C(=O)CC(=O)N(CCOC)CCOC
 : 2% | -6% | -1% | 1.4% | -7% | -19% | -9% | 1 | -5.4%
CCn1c(CC(=O)Nc2ccccc2F)nnc1SCC(=O)NC1CCCC1
 : 1% | · | · | -3.3% | 8% | 0% | -11% | · | ·
O=C(NCCc1ccccc1)C(=O)c1c(-c2ccccc2)cc2ccccn12
 : -8% | 5% | -6% | 0.4% | -11% | 10% | 4% | 1.2 | -1.4%
CC(c1ccccc1)C1C(C#N)=C(N)OC2=C1C(=O)CCC2 (stereo not given)
 : 5% | 7% | 2% | 3.5% | 2% | -25% | -4% | 1 | -0.1%
O=C1CC(c2cccc(Cl)c2)Cc2nc(N3CCN(c4ccccc4)CC3)ncc21 (stereo not given)
 : 6% | 12% | 8% | 2.7% | -31% | 24% | 5% | 1.1 | -5.2%
CCCn1c(N)c(N(CCOC)C(=O)c2ccc([N+](=O)[O-])c(C)c2)c(=O)[nH]c1=O
 : 8% | · | · | 4.8% | 36% | 3% | -6% | · | ·
O=C(c1cc([N+](=O)[O-])ccc1N1CCCCC1)N1CCCCC1
 : -2% | -2% | -2% | 5.2% | 1% | -34% | -10% | 1 | 1.6%
Cc1nccc2[nH]c(=O)c(C(=O)NC3CCCCC3C)cc12 (stereo not given)
 : -17% | 14% | 14% | -0.8% | -16% | 30% | -1% | 1 | -1.1%
CCN1CCN(c2ccc(NC(=O)c3ccc(C#N)cc3F)cc2Cl)CC1
 : 1% | 1% | 2% | 0.3% | -20% | -20% | -7% | 1.1 | 2.3%
Cc1cccc(NC(=S)NC(NC(=O)c2ccco2)C(Cl)(Cl)Cl)c1 (stereo not given)
 : -27% | 15% | 9% | 0.1% | 8% | 10% | -4% | 1 | -13%
COc1ccc(C2c3[nH]c4ccccc4c3C[C@H]3C(=O)N(C4CCN(Cc5ccccc5)CC4)CC(=O)N23)cc1OC (stereo not given in full)
 : 27% | · | · | -2.8% | 1% | 17% | -8% | · | ·
CC(C)C[C@@H](C(=O)O)N(Cc1cccc(CN([C@@H](CC(C)C)C(=O)O)S(C)(=O)=O)c1)S(C)(=O)=O
 : 7% | · | · | -2.7% | -6% | -21%[20 µM] | -5% | · | ·
COc1ccccc1NS(=O)(=O)c1cccc(NC(=O)C2CC(=O)N(Cc3ccccc3)C2)c1 (stereo not given)
 : 1% | 13% | 6% | -0.6% | -43% | -22% | 2% | 1.1 | -4.3%
O=C(NCc1ccncc1)c1ccccc1Nc1ccc(SC(F)F)cc1
 : 16% | · | · | 1.3% | 3% | 16% | 1% | · | ·

# 7 compounds out of the list above, sorted by the value under human PMI inhibition, descending:
# The line under a structure holds: NOD2 inhibition | human PMI inhibition | PMI inhibition | KOR beta-arrestin-1 | NOD1 inhibition | KOR beta-arrestin-2 | LYP inhibition | TNAP activation fold | XIAP antagonists
Cc1nccc2[nH]c(=O)c(C(=O)NC3CCCCC3C)cc12 (stereo not given)
 : -17% | 14% | 14% | -0.8% | -16% | 30% | -1% | 1 | -1.1%
COc1ccccc1NS(=O)(=O)c1cccc(NC(=O)C2CC(=O)N(Cc3ccccc3)C2)c1 (stereo not given)
 : 1% | 13% | 6% | -0.6% | -43% | -22% | 2% | 1.1 | -4.3%
O=C1CC(c2cccc(Cl)c2)Cc2nc(N3CCN(c4ccccc4)CC3)ncc21 (stereo not given)
 : 6% | 12% | 8% | 2.7% | -31% | 24% | 5% | 1.1 | -5.2%
CC(c1ccccc1)C1C(C#N)=C(N)OC2=C1C(=O)CCC2 (stereo not given)
 : 5% | 7% | 2% | 3.5% | 2% | -25% | -4% | 1 | -0.1%
O=C(NCCc1ccccc1)C(=O)c1c(-c2ccccc2)cc2ccccn12
 : -8% | 5% | -6% | 0.4% | -11% | 10% | 4% | 1.2 | -1.4%
CCN1CCN(c2ccc(NC(=O)c3ccc(C#N)cc3F)cc2Cl)CC1
 : 1% | 1% | 2% | 0.3% | -20% | -20% | -7% | 1.1 | 2.3%
CCSc1nc2ccccc2c(=O)n1OCC(=O)OC
 : 1% | -2% | 4% | -1.9% | -23% | 14% | -1% | 1.1 | -9.5%
